CatL inh = inhibitors of human cathepsin L, biochemical; 0.17% of 58,000 active; Procathepsin L (Homo sapiens), P07711; inhibition, %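 (tested at 10 µM)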; purified cathepsin L, fluorogenic substrate, fluorescence; AID 460, 2006; in the data active = inhibition above about 45%;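 note: 0% = enzyme with no compound and 100% = no enzyme blank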
Target sequence (P07711 114-288 limits assumed): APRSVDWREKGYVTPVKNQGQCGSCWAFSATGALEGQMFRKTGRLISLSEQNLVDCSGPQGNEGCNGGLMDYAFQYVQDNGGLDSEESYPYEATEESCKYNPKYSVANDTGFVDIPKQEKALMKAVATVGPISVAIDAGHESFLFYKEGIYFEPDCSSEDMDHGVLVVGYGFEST
Target sequence (P07711 292-333 limits assumed): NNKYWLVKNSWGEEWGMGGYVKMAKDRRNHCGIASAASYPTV
Cdc25B inh = inhibitors of Cdc25B phosphatase catalytic domain, primary screen, biochemical, OMFP fluorescence; M-phase inducer phosphatase 2 (Homo sapiens), P30305; recombinant Cdc25B, OMFP fluorescence Ex485/Em525; inhibition, %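 (compounds tested at 10 µM final in the well)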; 0.1% of 65,000 active; AID 368, 2006; in the data active = inhibition above about 50%
FXIa mix inh = FXIa protease inhibitors in compound pools, primary screen, biochemical, 10-compound mixtures. inhibition, % at 5 µM. 0.19% of 62,000 active. AID 680, 2007. Coagulation factor XI (Homo sapiens), P03951. purified FXIa, fluorogenic substrate, pooled mixtures;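 note: each value is inhibition by a whole ten-compound pool holding the compound; 0% = enzyme with no mixture and 100% = wells lacking enzyme; strong numbers were not always called active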
C1s block = complement C1s protease inhibitors, primary screen, biochemical, 10-compound mixtures. purified C1s, fluorogenic AMC substrate, pooled mixtures. mean inhibition % of two 10-compound mixtures (stronger effect = higher value), % at 5 µM (by protocol). 0.16% of 62,000 active;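 active = inhibition above 20% in each of the two 10-compound mixture wells holding the compound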;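 note: 0% = enzyme wells lacking compound mixture and 100% = no-enzyme blank wells; some compounds called inactive have numbers as strong as hits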
FXIIa mix inh = human factor XIIa inhibitors, primary screen, biochemical, pooled compound mixtures, fluorogenic substrate | Coagulation factor XII (Homo sapiens), P00748 | purified FXIIa | inhibition, % at 5 µM | 0.2% of 62,000 active | AID 684, 2007;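 note: 0% = enzyme without compound and 100% = no enzyme blank; some results filed as inactive read as strong as hits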
Hsp90 block = tumor Hsp90 inhibitors, primary screen, cell lysate, fluorescence polarization, NCI-N417 lysate; 0.35% of 64,000 active; AID 429, 2006; inhibition, % at 30 µM; Cy3B-geldanamycin FP displacement; Heat shock protein HSP 90-alpha (Homo sapiens), P07900;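 active = inhibition above 50%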;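 note: 0% = tracer plus lysate wells and 100% = tracer alone without lysate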
CatG inh = human cathepsin G inhibitors, primary screen, biochemical, pooled compound mixtures, AMC fluorescence. P08311. purified enzyme, AMC-tetrapeptide fluorescence. inhibition, % at 5 µM (by protocol). 0.2% of 62,000 active. AID 581, 2007;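 active = inhibition above 20% in each of the two mixture wells holding the compound; inactive = inhibition of 20% or less in either well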;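 note: 0% = enzyme control without mixture and 100% = blank lacking enzyme; strong numbers were not always called active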
5HT1a ag = human 5-HT1a receptor agonists, primary screen, cell-based, CHO, Ga15 NFAT-bla reporter. 0.56% of 65,000 active. 5-hydroxytryptamine receptor 1A (Homo sapiens), P08908. activation, % at 10 µM. CHO 5-HT1a Ga15 NFAT-bla reporter, FRET ratio; 0% basal, 100% maximal reference agonist. AID 567, 2006;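 active = activation above the screen-wide mean activation plus 3 SD, cut at about 19% in these data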;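 note: 0% = DMSO wells and 100% = 5-CT at EC100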
Target sequence (P08908 whole entry, looked up): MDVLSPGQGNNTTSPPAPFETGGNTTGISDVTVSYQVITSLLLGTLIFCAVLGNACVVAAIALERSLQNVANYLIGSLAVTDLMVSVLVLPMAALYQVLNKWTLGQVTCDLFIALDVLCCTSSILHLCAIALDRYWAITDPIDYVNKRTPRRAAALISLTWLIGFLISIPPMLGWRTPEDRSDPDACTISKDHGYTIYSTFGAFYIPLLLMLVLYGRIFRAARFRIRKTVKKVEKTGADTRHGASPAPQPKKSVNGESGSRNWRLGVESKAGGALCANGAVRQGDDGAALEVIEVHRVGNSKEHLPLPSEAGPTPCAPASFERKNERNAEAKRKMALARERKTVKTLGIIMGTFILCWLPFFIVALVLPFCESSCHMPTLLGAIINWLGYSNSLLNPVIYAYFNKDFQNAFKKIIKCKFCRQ
MKP-1 inh = MKP-1 phosphatase inhibitors, primary screen, biochemical, in vitro | 0.15% of 65,000 active | Dual specificity protein phosphatase 1 (Homo sapiens), P28562 | recombinant MKP-1, OMFP hydrolysis fluorescence | inhibition, %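 (compounds tested at a single concentration somewhere between 10 and 100 µM)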;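 active = inhibition above about 50%, limit read from the data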;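 note: 0% = DMSO max control wells and 100% = wells with enzyme stopped by NaOH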
Target sequence (P28562 whole entry, looked up): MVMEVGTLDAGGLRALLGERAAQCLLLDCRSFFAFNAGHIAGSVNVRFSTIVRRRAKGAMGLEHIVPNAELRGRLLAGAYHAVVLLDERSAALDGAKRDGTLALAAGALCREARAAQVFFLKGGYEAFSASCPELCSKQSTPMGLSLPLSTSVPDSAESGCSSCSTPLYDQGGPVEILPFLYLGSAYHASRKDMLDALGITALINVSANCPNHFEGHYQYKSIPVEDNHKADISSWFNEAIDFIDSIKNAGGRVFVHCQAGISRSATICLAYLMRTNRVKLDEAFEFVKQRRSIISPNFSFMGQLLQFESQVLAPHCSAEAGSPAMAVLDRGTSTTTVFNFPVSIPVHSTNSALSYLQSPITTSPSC
Numbers without * were called inactive; · = not tested or not shown. Cut-off read from the data, not from the text of the source, unless noted: active = inhibition above about 20% (passing the limit was not always enough); inactive = the rest. Rows are unselected; overall some 1.6% were active at least once.

canonical_smiles,CatG inh,CatL inh,FXIa mix inh,FXIIa mix inh,Hsp90 block,5HT1a ag,Cdc25B inh,C1s block,MKP-1 inh
N#Cc1c(NC(=O)CCCN2C(=O)c3ccccc3C2=O)oc(-c2ccccc2)c1-c1ccccc1,-2,5,2,6,-5,0.1,-12,-26,3
CC1CCCCC1NC(=O)CN1C(=O)NC(C)(c2ccc(OC(F)F)cc2)C1=O (configuration not stated),-8,1,4,6,-3,-0.2,12,-18,-6
COCCCN=CC1=C(O)CC(C)(C)CC1=O,-1,-7,10,6,4,-2.5,8,1,5
Cc1ccc(S(=O)(=O)NC(CC(N)=O)C(=O)O)cc1 (configuration not stated),11,-3,5,5,-6,-0.9,-4,8,2
CCOc1ccccc1NC(=O)C1C2C=CC(O2)C1C(=O)O (configuration not stated),-3,12,0,5,0,-3.5,-6,1,-33
CCOC(=O)c1c(CC(C)C)csc1NC(C)=O,10,15,-6,3,1,0.6,-5,-9,16
C=C(C)Cn1c(SCC(=O)O)nnc1-c1ccc(C(C)(C)C)cc1,6,9,0,7,·,-3.3,-26,-2,16
CC(CN1CCOCC1)OC(=O)c1ccccc1Br (configuration not stated),0,1,11,-2,0,-1.3,2,4,-12
Cn1c(C(O)c2ccccc2F)nc(Cl)c1Cl (configuration not stated),10,28,2,-1,1,-0.8,3,14,-13
COc1cc2cc(C(c3nnnn3C3CCCC3)N3CCCCC3)c(=O)[nH]c2cc1OC (configuration not stated),-24,-15,-35,-18,-1,-0.9,-4,-58,37
CC(=O)c1cccc(NC(=O)N2CCCC2C(=O)NCCC(C)C)c1 (configuration not stated),9,25,6,3,-2,-0.8,15,-7,-7
O=C(Nc1ccccc1Sc1ccccc1)C1CCCO1 (configuration not stated),12,-2,8,1,6,0.1,-9,5,-5
Cc1cc(Nc2ccc(F)cc2F)n2nc(C)nc2n1,-7,·,-3,5,0,2.4,-10,-38,-1
COc1ccc(OC)c(S(=O)(=O)NCCC2=CCCCC2)c1,9,-5,-2,0,-10,-2.8,25,-3,-1
O=C(NCCN1C(=O)C2C3C=CC(C3)C2C1=O)N1CCOCC1 (configuration not stated),-8,-17,-17,2,0,-0.2,-11,-72,0
COC(=O)Nc1nnc(SCc2ccc(C)cc2)s1,7,9,8,1,-3,-3.6,-10,12,0
Nc1nc2c(s1)C(=O)CCC2,7,7,-2,7,-1,-3.4,-13,-1,6
NC(=O)c1c(NC(=O)CSc2nnc(-c3ccccc3)n2CC2CCCO2)sc2c1CCC2 (configuration not stated),5,3,-4,12,-4,-2.4,-3,-29,7
CC(=O)C(Sc1ccc2nnc(-c3ccc(C)cc3)n2n1)C(C)=O,8,10,5,2,-2,1.1,4,9,-1
CCn1c(COc2cccc(OC)c2)nnc1SCC(=O)Nc1cccc(OC)c1,1,-1,2,7,-1,-1.6,-6,3,-13

Next section.
canonical_smiles,CatG inh,CatL inh,FXIa mix inh,FXIIa mix inh,Hsp90 block,5HT1a ag,Cdc25B inh,C1s block,MKP-1 inh
CC(C)N1C(=O)C2C(C(=O)NC3CCCCC3)C3C=CC2(O3)C1C(=O)NC1CCCC1 (configuration not stated),10,6,7,4,0,-3.7,-4,9,-7
O=C(O)CN(c1ccccc1)C1SC(=O)NC1=O (configuration not stated),8,-8,6,2,-4,-0.5,2,-15,-11
Cn1c(=O)[nH]c(=O)c2c1nc(N1CCOCC1)n2CCSc1ncccn1,·,·,·,·,-8,-1.2,-4,·,4
COc1cccc(-n2nnc3c(=O)n(Cc4ccccc4Cl)cnc32)c1,·,·,·,·,2,-0.2,-7,·,6
CCSc1nc(-c2ccc(OC)cc2)n(-c2nc3ccccc3s2)n1,·,·,·,·,-5,-3.4,-5,·,-2
Brc1ccc2c(c1)CNc1c(ncnc1N1CCOCC1)O2,·,30,·,·,-6,-0.5,-37,·,-10
CSc1ccc(-c2nc(CSCC(=O)N3CCOCC3)c(C)o2)cc1,9,2,0,3,-5,-1.8,-42,2,4
CCC(CC)C(=O)NCc1ccccc1OC,5,1,-4,-16,-1,-2.2,-13,-32,-4
Cc1cnc(C(=O)Nc2nnc(C(C)C)s2)cn1,7,-15,-1,-1,-2,0.5,-2,4,-3
Cc1cccc(-n2ncc3c(NC4CCCCC4)ncnc32)c1,-4,-2,7,8,-5,-1.4,-9,-1,7
c1ccc2[nH]c(SCc3ccc(-c4nnco4)cc3)nc2c1,1,-3,3,-7,94*,-3.8,-5,-8,3
Cc1ccc2c(C)nc(Nc3ncc4c(n3)CCCC4=O)nc2c1,9,6,1,-10,-7,1.1,-10,-2,23
O=C(c1ccc(COc2ccccc2Cl)o1)N1CCN(Cc2ccc3c(c2)OCO3)CC1,7,7,6,-12,-2,-2.7,-32,11,26
O=C(Nc1ccccc1C(F)(F)F)c1cc(S(=O)(=O)N2CCC3(CC2)OCCO3)ccc1F,8,4,4,5,-5,-1.7,-3,12,24
CC(=O)c1cccc(-n2nnnc2SCC(=O)Nc2cccc(NC(=O)c3ccco3)c2)c1,9,17,3,5,-3,-3.3,-7,16,17
COc1ccc(NCc2nnc(SCC#N)n2-c2ccccc2OC)cc1,8,3,13,2,-4,0.1,-5,9,-13
O=C(Nc1ccc2c(c1)OCO2)C(c1ccccc1)N1CCN(C(=O)c2ccco2)CC1 (configuration not stated),-13,·,-18,-5,1,-1.5,18,-30,25
CCN(CC)S(=O)(=O)c1cccc(C(=O)Nc2cc(C)nn2-c2nc(C)cc(C)n2)c1,1,-3,5,14,-2,-0.2,8,-24,-26
COc1ccccc1C1C(C(=O)c2sc(C)nc2C)=C(O)C(=O)N1CCN1CCOCC1 (configuration not stated),3,22,2,7,-6,-1.6,2,-44,-7
CC(C)(CO)NC(=O)C(c1ccccc1)c1ccccc1,3,7,10,-2,1,-3.5,7,5,10

The listing continues:
canonical_smiles,CatG inh,CatL inh,FXIa mix inh,FXIIa mix inh,Hsp90 block,5HT1a ag,Cdc25B inh,C1s block,MKP-1 inh
c1ccc(Cn2ncc3c(N4CCCCC4)ncnc32)cc1,5,11,2,11,-1,1.1,0,-34,0
COc1ccc(NC(=O)CN2CCN(S(=O)(=O)c3ccc(C(C)C)cc3)CC2)cc1OC,0,15,7,-5,-4,0.0,0,-13,21
Cc1nn(-c2ccccc2)c2sc(-c3n[nH]c(=S)o3)cc12,-2,-19,-3,6,0,2.3,17,-103,4
COc1ccc(C2N(c3ccc(OC)cc3)C(=O)C3CCCN32)cc1 (configuration not stated),-2,-3,3,-3,-3,1.4,-10,-6,4
COc1ccc(OC)c(C2=Nn3c(nnc3C3CCCCC3)SC2)c1,15,16,9,2,-2,1.8,5,7,1
CCOC(=O)N1CCN(S(=O)(=O)c2cccc3ccc(C)nc23)CC1,9,17,6,0,3,-3.0,-23,11,1
COc1cccc(-c2cc(C(=O)Nc3cc(OC)c(OC)c(OC)c3)no2)c1,13,12,2,-13,-1,-1.2,0,12,25
COC(=O)c1ccc(OCCn2cnc3ccccc3c2=O)cc1,4,-6,1,6,0,-2.6,3,-38,11
COC(=O)c1ccc(CSc2nc3c(c(=O)n2-c2ccccc2)SCC3)o1,1,16,1,-22,-5,-0.7,-8,-5,-2
CCCCCOc1ccc(C2C(C(C)=O)=C(C)Nc3ncnn32)cc1OC (configuration not stated),2,-5,27,-2,-2,-3.3,-6,-27,10
O=C(Cc1ccccc1)Nc1ccc(-c2nnc(-c3ccco3)o2)cc1,-2,11,8,5,0,-0.1,3,-6,-11
CN(C)C(=O)Nc1cnc2ccccc2c1,-1,-8,5,2,-4,-1.1,-11,1,10
Cn1c(=O)n(C)c2cc(S(=O)(=O)NCc3ccco3)ccc21,2,4,-1,5,-1,-4.3,-3,2,10
COC(=O)c1sc(N2C(=O)C(O)=C(C(=O)c3ccc(C)o3)C2c2ccc(F)cc2)nc1C (configuration not stated),59*,11,40*,4,-8,2.5,4,20,35
O=C(c1ccc(Br)o1)N1CCN=C1SCc1cccnc1,2,·,8,-18,-6,-0.5,-7,1,7
CCN(CC)c1nc2n(c(=O)n1)CCO2,-7,19,2,10,-3,-2.8,-6,-30,5
Cc1ccc(OCC(=O)N2CCCCC2)c(Br)c1,4,1,11,5,-2,-2.1,-4,1,3
O=C(Cc1cccs1)OCC(=O)c1ccco1,0,23,5,5,-4,-1.4,4,1,14
O=C(Nc1ccon1)c1cc(-c2ccccc2)nc2ccccc12,-17,12,-28,3,-11,-1.8,-7,-78,-7
CCC(C)(C)n1nnnc1C(c1cc2cc(OC)ccc2[nH]c1=O)N1CCc2ccccc21 (configuration not stated),8,8,3,-22,-3,1.6,13,5,23

3 entries from above, with each value named.
> COC(=O)c1sc(N2C(=O)C(O)=C(C(=O)c3ccc(C)o3)C2c2ccc(F)cc2)nc1C (configuration not stated)
  CatG inh = 59* | CatL inh = 11 | FXIa mix inh = 40* | FXIIa mix inh = 4 | Hsp90 block = -8 | 5HT1a ag = 2.5 | Cdc25B inh = 4 | C1s block = 20 | MKP-1 inh = 35

> O=C(c1ccc(Br)o1)N1CCN=C1SCc1cccnc1
  CatG inh = 2 | CatL inh = · | FXIa mix inh = 8 | FXIIa mix inh = -18 | Hsp90 block = -6 | 5HT1a ag = -0.5 | Cdc25B inh = -7 | C1s block = 1 | MKP-1 inh = 7

> CCN(CC)c1nc2n(c(=O)n1)CCO2
  CatG inh = -7 | CatL inh = 19 | FXIa mix inh = 2 | FXIIa mix inh = 10 | Hsp90 block = -3 | 5HT1a ag = -2.8 | Cdc25B inh = -6 | C1s block = -30 | MKP-1 inh = 5

Going on with the list.
canonical_smiles,CatG inh,CatL inh,FXIa mix inh,FXIIa mix inh,Hsp90 block,5HT1a ag,Cdc25B inh,C1s block,MKP-1 inh
CCOCCn1c(SCC)nc2c1c(=O)[nH]c(=O)n2C,10,·,11,8,3,-2.0,-6,21,16
COc1ccc(S(=O)(=O)NC(C)C(=O)Nc2ccccc2F)cc1 (configuration not stated),12,-2,5,1,-22,-1.4,-12,8,12
Cc1ccc(S(=O)(=O)c2cccc(S(=O)(=O)N3CCCC3)c2)cc1S(=O)(=O)N1CCCC1,10,9,3,9,·,1.6,-6,12,2
Cc1cc(C)n2c(SCCN3C(=O)c4ccccc4C3=O)nnc2n1,-11,17,7,-2,-1,-2.6,-11,-1,-8
COCCn1c(SCC(N)=O)nnc1-c1c[nH]c2ccccc12,-7,17,2,6,-3,-2.6,2,-42,4
COc1ccccc1-c1coc2cc(O)cc(O)c2c1=O,-3,1,2,3,-4,-2.4,-1,-4,8
Cc1sc(NC(=O)c2oc3ccccc3c2C)c(C#N)c1C,8,-19,4,8,-11,0.4,-15,6,23
Cc1ccc(Cl)c2c1NC(=O)C2(O)CC(=O)c1ccccc1O (configuration not stated),15,5,-1,-13,-6,-3.9,-14,2,1
Cc1ccc(-c2nn(C)c(=O)c3ccccc23)cc1S(=O)(=O)N1CCCC1,11,·,9,15,1,0.0,6,9,0
Fc1ccc(-c2noc(C3CCN(Cc4cccnc4)CC3)n2)cc1,-10,-11,8,3,-1,0.2,-6,-22,10
CCN1CCN(CCCNC(=O)C2CCCN(c3nnc(-n4cccc4)s3)C2)CC1 (configuration not stated),3,7,-2,5,-1,-1.8,-15,-2,-1
CCOC(=O)c1cc2c(=O)n3cccc(C)c3nc2n(CCc2ccc(OC)c(OC)c2)c1=N,-1,-8,1,5,-9,-4.7,6,0,-7
CN(CCNC(=O)Cn1c(=O)sc2ccccc21)Cc1ccccc1,12,-5,9,1,-2,-0.5,1,21,0
CCOC(=O)/C=C1\Nc2ccccc2SC1=O,-1,1,0,7,-4,0.3,-9,29,6
Cc1cc(NC(=O)CSc2nc(-c3ccco3)cc(C(F)(F)F)n2)n(-c2ccccc2)n1,·,·,·,·,-3,-1.7,-7,·,11
